# M1 PAM = human M1 muscarinic receptor positive allosteric modulators, primary screen, CHO-K1 cells, Fluo-8 calcium fluorescence, 1536-well; Muscarinic acetylcholine receptor M1 (Homo sapiens), P11229; CHO-K1 hM1, ACh EC20; 0% = ACh EC20, 100% = maximal ACh; activation, % at 3 µM; 0.088% of 360,000 active; AID 588819, 2011; in the data active = activation above about 19%, passing the limit was not always enough
# Target sequence (P11229 whole entry, looked up): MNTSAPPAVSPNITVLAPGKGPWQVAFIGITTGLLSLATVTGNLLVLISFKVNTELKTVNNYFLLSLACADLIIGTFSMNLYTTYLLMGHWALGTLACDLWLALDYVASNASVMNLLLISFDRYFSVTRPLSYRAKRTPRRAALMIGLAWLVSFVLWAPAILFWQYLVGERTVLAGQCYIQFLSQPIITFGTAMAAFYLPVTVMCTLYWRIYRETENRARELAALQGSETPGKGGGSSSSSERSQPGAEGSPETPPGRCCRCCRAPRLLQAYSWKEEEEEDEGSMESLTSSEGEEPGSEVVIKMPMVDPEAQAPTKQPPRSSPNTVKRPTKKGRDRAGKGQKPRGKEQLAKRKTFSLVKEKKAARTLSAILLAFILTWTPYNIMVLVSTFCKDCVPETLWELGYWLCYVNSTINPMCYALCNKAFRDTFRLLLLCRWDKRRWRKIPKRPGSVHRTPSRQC
# CHRM1 agonist = human M1 muscarinic receptor agonists, primary screen, Fluo-8 calcium fluorescence, CHO-K1 cells, HTS; activation, % at 3 µM; 0.33% of 360,000 active; CHO-K1 hM1, agonist mode; 0% DMSO, 100% acetylcholine EC100; Muscarinic acetylcholine receptor M1 (Homo sapiens), P11229;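 active = activation above the run's mean compound activation plus 3 SD, cut at about 16% in these data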;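 note: peak over basal fluorescence ratio within a 140 s kinetic read after compound addition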
# M5 antag = human M5 muscarinic receptor antagonists, primary screen, CHO cells, Fluo-8 calcium fluorescence. Muscarinic acetylcholine receptor M5 (Homo sapiens), P08912. CHO-hM5 cells, ACh EC80. inhibition, % at 3 µM. 0.59% of 360,000 active;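 active = inhibition above a per-plate cutoff, the mean of that plate's test compounds plus 3 SD, cut at about 27% in these data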;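 note: 0% = acetylcholine EC80 with DMSO and 100% = DMSO without agonist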
# M5 ag = human M5 muscarinic receptor agonists, primary screen, CHO-K1 cells, Fluo-8 calcium fluorescence. Muscarinic acetylcholine receptor M5 (Homo sapiens), P08912. CHO-K1 hM5 cells; 0% DMSO wells, 100% maximal acetylcholine response. activation, % at 3 µM. 0.19% of 360,000 active;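 active = activation above the run's mean over test compounds plus 3 SD, cut at about 23% in these data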;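 note: signal is peak over basal fluorescence ratio across the kinetic read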
# M4 antag = human M4 muscarinic receptor antagonists, primary screen, CHO cells, Fluo-8 calcium fluorescence. Muscarinic acetylcholine receptor M4 (Homo sapiens), P08173. CHO-hM4 cells, ACh EC80. inhibition, % at 3 µM. 0.73% of 360,000 active;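 active = inhibition above its plate's cutoff, the mean inhibition of sample wells plus 3 SD, cut at about 27% in these data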;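 note: 0% = acetylcholine EC80 with DMSO and 100% = DMSO without agonist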
# Target sequence (P08173 whole entry, looked up): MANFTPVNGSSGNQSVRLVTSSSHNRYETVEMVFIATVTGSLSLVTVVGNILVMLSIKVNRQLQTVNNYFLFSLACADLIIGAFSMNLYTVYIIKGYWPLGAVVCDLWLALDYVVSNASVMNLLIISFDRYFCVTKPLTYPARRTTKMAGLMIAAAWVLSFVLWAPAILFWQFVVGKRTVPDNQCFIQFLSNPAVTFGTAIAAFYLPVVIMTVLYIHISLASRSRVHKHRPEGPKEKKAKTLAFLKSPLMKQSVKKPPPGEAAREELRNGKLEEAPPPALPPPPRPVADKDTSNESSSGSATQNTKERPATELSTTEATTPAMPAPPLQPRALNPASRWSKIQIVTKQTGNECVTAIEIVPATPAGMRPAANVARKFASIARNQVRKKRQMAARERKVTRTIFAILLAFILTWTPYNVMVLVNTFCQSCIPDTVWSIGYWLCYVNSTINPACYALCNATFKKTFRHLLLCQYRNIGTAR
# M5 PAM = human M5 muscarinic receptor positive allosteric modulators, primary screen, CHO-K1 cells, Fluo-8 calcium fluorescence | Muscarinic acetylcholine receptor M5 (Homo sapiens), P08912 | CHO-K1 hM5, ACh EC20 PAM; 0% = ACh EC20, 100% = ACh EC100 | activation, % at 3 µM | 0.3% of 360,000 active;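 active = activation above the run cutoff, the mean activation of all test compounds plus 3 SD, cut at about 18% in these data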
#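 Replicates: One well per compound, no replicates | System: Human M5 receptor in CHO-K1 cells | Benchmarks: Low control EC20 acetylcholine (0%), high control EC100 acetylcholine (100%) | Probe or stimulus: Acetylcholine, EC20 level | Times: Fluo-8 loading 80 min at 37 °C plus 30 min room temperature | Signal: Intracellular calcium via Fluo-8 fluorescence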
# TAAR1 agonist = human TAAR1 agonists, primary screen, Fluo-8 calcium fluorescence, CHO RD-HGA16 cells | vehicle wells 0%, saturating PEA agonist 100% | activation, % at 3 µM | 0.99% of 360,000 active;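 active = activation above the mean activation of all test compounds in the run plus 3 SD, cut at about 38% in these data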
#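 Assay system – CHO-derived RD-HGA16 cells with stable Gα16 and human TAAR1 · Compound dosing – one-point dosing at 3 µM (nominal) · Incubation – 17-24 h seeding, 75 min 37 °C dye, 30 min RT · Measured by – kinetic Fluo-8 calcium fluorescence · Control set – DMSO vehicle as 0%, PEA at EC100 as 100% · Repeats – single well for each compound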
# M4 ag = human M4 muscarinic receptor agonists, primary screen, CHO-K1 cells, Fluo-8 calcium fluorescence. Muscarinic acetylcholine receptor M4 (Homo sapiens), P08173. CHO-K1 hM4/Gqi5; vehicle 0%, full acetylcholine response 100%. activation, % at 3 µM. 0.14% of 360,000 active. AID 624127, 2012;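 active = activation above the run mean over all test wells plus 3 SD, cut at about 32% in these data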;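 note: peak over basal fluorescence ratio per well then scaled between controls; 0% = DMSO wells and 100% = acetylcholine at EC100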
# M1 antag = human M1 muscarinic receptor antagonists, primary screen, CHO-K1 cells, Fluo-8 calcium fluorescence, 1536-well. Muscarinic acetylcholine receptor M1 (Homo sapiens), P11229. CHO-K1 hM1, ACh EC80 antagonist. inhibition, % at 3 µM. 1.3% of 360,000 active;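 active = percent inhibition above its own plate's cutoff, namely the mean of that plate's compound wells plus 3 SD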;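 note: peak over basal fluorescence ratio during 140 s after agonist addition; 0% = ACh EC80 plus DMSO and 100% = DMSO alone without agonist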
# * hit, by the source's call; . = no result given. A portion of the library, so the mix of outcomes need not match the whole.
SMILES,M1 PAM,CHRM1 agonist,M5 antag,M5 ag,M4 antag,M5 PAM,TAAR1 agonist,M4 ag,M1 antag
CCOn1c(=O)c(C)[n+]([O-])c2ccccc21,-1.0,-0.8,-1.0,-0.8,-13.7,-3.9,-2.0,1.0,5.5
COCCNC(=O)CN1C(=O)COc2ccc(Cl)cc21,5.8,-3.9,2.3,0.4,6.4,1.3,-0.4,-0.1,-0.7
COCOc1cccc(CN2CCC2(C)C(=O)Nc2ccc(OC)c(OC)c2)c1 (stereo unspecified),3.7,-1.9,-2.7,3.1,-8.3,-2.2,3.4,4.4,-12.1
COc1ccc(Cl)cc1Nc1nc(N)c2ccccc2n1,-1.3,-0.4,-3.5,-0.5,-0.5,-1.2,3.2,4.5,-4.2
Cc1cccc(C(=O)O/N=C(\N)c2cccc([N+](=O)[O-])c2)c1,5.8,-4.8,-9.4,0.4,10.9,3.7,.,0.5,-3.5
COc1cc(C2C(C(=O)c3cccs3)=C(O)C(=O)N2Cc2ccco2)cc(OC)c1OC (stereo unspecified),10.2,-3.5,-4.9,-0.9,0.6,2.3,1.6,0.9,-11.6
Cc1ccc(C(=O)OCC(=O)NC(C)C)cc1S(=O)(=O)N1CCOCC1,11.6,0.3,12.0,-2.1,0.0,-4.4,0.5,-0.1,-14.8
CC[C@]12c3[nH]c4ccccc4c3CCN1C(=O)C(CC(=O)NCCCN(C)C)C[C@@H]2C(=O)N1CCN(C(=O)C2CC2)CC1 (stereo partly specified),13.4,-3.1,-13.8,-0.1,-15.1,5.4,0.9,0.8,-1.4
CCCCn1c(=O)c2ccccc2c2ccccc2c1=O,-2.7,-2.0,-3.8,-4.4,-15.7,0.6,1.8,-1.1,-8.9
CC(C)CC1C(C#N)=C(N)Oc2n[nH]c(-c3ccccc3)c21 (stereo unspecified),2.2,-3.3,5.2,-8.8,-1.7,-8.4,10.1,0.9,-2.8
COc1cc(/C=N/NC(=O)c2cc(C)n(-c3ccc(F)cc3)c2C)cc(OC)c1O,3.2,-5.0,0.6,-12.0,-6.5,5.4,1.6,0.6,-6.8
O=C(Nc1cccnc1)C1CCCN(S(=O)(=O)c2cccc3nsnc23)C1 (stereo unspecified),0.5,-2.7,4.0,-2.4,-0.1,-11.5,4.6,5.9,3.7
O=c1[nH]c(CN2CCN(c3ccccc3)CC2)nc2scc(-c3ccccc3)c12,-3.6,-4.1,15.5,0.0,7.7,-3.8,0.4,1.6,7.6
COC(=O)C1=C(C)N(Cc2ccccc2)C(=NCC2CC2)N[C@H]1c1ccccc1,-9.7,-12.2,5.2,-6.4,19.1,5.8,9.5,6.0,12.4
O=C(CSc1ccccc1)Nc1ccc2sccc2c1,1.9,-4.1,1.3,-2.8,4.7,1.2,1.2,2.3,-7.8
Cc1ccc(/C=C/C(=O)c2cc(Br)ccc2OC(=O)c2ccco2)cc1,4.2,-2.9,-6.0,-3.3,-8.1,21.2*,4.9,0.0,-22.8
CCOc1ccc(NC(=O)C2CC(=O)N(CC)C(=Nc3ccc4c(c3)OCO4)S2)cc1 (stereo unspecified),-7.0,-3.2,10.9,2.8,1.9,-5.3,12.3,5.1,11.3
Cc1cc(C)c(-c2cc(C)nc3ncnn23)c(C)c1,1.6,-4.7,5.0,1.1,10.5,-2.1,3.0,1.0,1.9
Cc1ccccc1-c1cc(C(=O)NCc2ccco2)nn1CC1CC(c2cccc([N+](=O)[O-])c2)=NO1 (stereo unspecified),1.7,-4.5,11.8,-8.3,13.7,-11.1,5.1,5.0,3.9
CC(=O)NC(CCS(C)(=O)=O)C(=O)Nc1cc(C)on1 (stereo unspecified),4.1,-4.1,-3.2,0.0,-21.3,11.5,1.9,1.3,-11.1

# Limited to TAAR1 agonist, for 2 of the compounds above:
canonical_smiles,TAAR1 agonist
COc1cc(/C=N/NC(=O)c2cc(C)n(-c3ccc(F)cc3)c2C)cc(OC)c1O,1.6
O=C(Nc1cccnc1)C1CCCN(S(=O)(=O)c2cccc3nsnc23)C1 (stereo unspecified),4.6

# Continuation.
SMILES,M1 PAM,CHRM1 agonist,M5 antag,M5 ag,M4 antag,M5 PAM,TAAR1 agonist,M4 ag,M1 antag
CC1C(=O)N2CCCc3cc(S(=O)(=O)NCc4ccc(Cl)cc4)cc1c32 (stereo unspecified),-6.5,-1.5,16.1,-5.9,0.2,-4.5,1.9,3.2,17.7
COc1cc(S(=O)(=O)Nc2ccc3c(c2)C(=O)N(C)C3=O)ccc1NC(C)=O,4.1,-3.7,15.9,2.6,2.6,4.7,1.2,0.3,-7.3
Cc1nc(C/C(=N\N)c2ccc(O)cc2O)cs1,7.4,-3.4,2.5,2.8,-8.5,11.5,-1.1,0.5,-6.1
CN(C)CC(=O)Nc1ccc(Oc2ccc(Cl)cc2)cc1,-6.9,-6.5,7.3,-1.7,6.3,0.2,25.6,4.8,3.9
COc1ccc(CCNC(=O)CCS(=O)(=O)Cc2ccccc2C)cc1OC,6.4,1.3,11.3,-3.9,2.4,-1.6,-1.2,1.7,-16.3
Cc1noc(/C=C/N(C)C)c1S(=O)(=O)N1CCC(C(=O)Nc2ccc(Cl)cc2)CC1,7.7,-1.7,4.8,-1.6,13.4,-0.6,1.3,1.0,-14.9
O=C(Nc1cc2c(oc1=O)CCCC2=O)c1ccc(Cl)cc1,3.4,-2.1,3.0,4.3,3.5,-0.6,9.3,1.3,-8.3
O=[N+]([O-])c1ccc(N/N=C/c2cccc(O)c2O)cc1,-2.8,0.1,12.2,7.7,-9.1,-7.5,20.4,11.3,-4.2
CC(C)C(=O)OCC(=O)NCc1ccccc1Cl,4.3,-4.5,9.7,-1.1,3.3,1.1,0.3,0.4,-8.0
O=[N+]([O-])c1ccc(NN=C(C2CC2)C2CC2)c([N+](=O)[O-])c1,1.1,-1.2,5.4,-0.6,-7.2,-3.3,2.9,1.3,-6.6
Cc1cccc(N2C(=O)C3CCCN3C2=S)c1 (stereo unspecified),3.2,-2.6,5.9,-4.0,1.2,1.2,-0.8,1.5,-8.2
CCC(C)(C)NC(=O)Cn1c(=O)oc2cc(S(=O)(=O)N3CC(C)CC(C)C3)ccc21 (stereo unspecified),3.9,-2.5,5.9,-3.3,2.3,-5.5,2.0,-1.2,3.0
Cn1c(=O)c(C(N)=S)cn(-c2ccccc2)c1=O,6.9,-1.6,0.0,-4.4,-5.7,7.0,1.4,0.4,-16.6
N#CC1=C2SCN(c3ccccc3)CN2C(=O)CC1c1ccccc1Cl (stereo unspecified),1.3,-4.0,1.3,0.1,-16.7,-2.6,1.7,0.7,-11.8
COCc1cc(=O)[nH]c(-c2ccccc2OC(F)(F)F)n1,9.5,-4.3,6.6,-0.5,8.4,4.9,4.8,0.8,-16.0
O=C(OCCN=C1NS(=O)(=O)c2ccccc21)c1ccccc1,5.4,0.1,5.2,6.1,1.9,-4.1,2.3,3.6,1.9
O=C(Nc1ccc2c(c1)OCCO2)c1ccc(Cl)cc1,-1.7,-1.5,5.3,1.0,-4.0,5.8,-1.4,1.4,3.2
COc1ccc(C(=O)CCN2CCN(c3ccc(OC)cc3)CC2)cc1,-0.9,-7.7,-0.4,-1.5,-14.9,1.4,3.2,1.7,0.2
CC(=O)N1c2ccc(S(=O)(=O)NCCC(=O)Nc3cccc(Cl)c3)cc2CC1C (stereo unspecified),13.5,4.1,0.8,-0.1,-3.4,-4.5,6.7,4.2,2.8
O=C(COC(=O)CCc1c[nH]c2ccccc12)NC1CCS(=O)(=O)C1 (stereo unspecified),7.7,-1.5,-7.2,-4.8,-3.7,0.1,16.9,1.0,-11.8
Cc1cc(NC(=O)c2cccc(S(=O)(=O)N(C)C)c2)n(-c2ccccn2)n1,9.8,-2.8,13.1,0.2,-8.6,-11.9,9.8,6.5,-12.1
Cc1cc(OC(=O)C2CC2)c([N+](=O)[O-])c(=O)[nH]1,-3.6,-3.8,-7.4,-1.8,-9.6,7.8,2.9,0.1,-0.4
Cc1ccc(C2(CCNC(C)c3cccs3)CCOC(C(C)C)C2)cc1 (stereo unspecified),3.2,-5.9,3.8,-0.5,1.7,4.6,4.2,2.7,-7.0
CCC1CCCCN1C(=O)COc1ccccc1NC(C)=O (stereo unspecified),7.7,-8.8,-2.4,-2.7,5.1,-1.8,2.0,1.3,-4.2
O=C1CC(c2ccc(O)cc2)Oc2cc(O)cc(O)c21 (stereo unspecified),1.0,3.7,-2.5,2.5,-9.2,-4.5,3.4,2.2,-24.2
O=c1c2ccccc2nc2n1CCC2,1.3,-3.1,1.2,0.6,6.3,6.3,7.0,0.8,-2.9
CN1CCN(C(=O)C2CCC(=O)N(CCc3cccc(F)c3)C2)CC1 (stereo unspecified),2.0,-2.6,9.9,-0.5,6.6,-3.4,-1.0,0.2,1.7
c1ccc(C(c2ccccc2)c2nc(-c3cccnc3)no2)cc1,2.8,-4.8,-4.3,-3.5,3.1,-8.7,4.5,-3.0,-30.2
Cc1cccc(OCCCn2c(=O)oc3ccccc32)c1,11.7,-3.5,8.5,-4.7,-18.5,-8.4,-3.6,-1.1,-20.6
Nc1ccn(C2OC(COP(=O)(O)O)C(O)C2O)c(=O)n1 (stereo unspecified),14.4,1.3,10.7,0.4,-6.2,12.5,2.6,0.1,-18.5
O=C(CO/N=C/c1ccc(Cl)cc1Cl)NNC(=O)c1ccc(Cl)cc1Cl,13.7,-2.1,8.0,-2.0,-1.2,0.8,11.0,-0.8,-13.6
C=CCOc1cccc(C2/C(=C(\O)c3ccc4c(c3)OCCO4)C(=O)C(=O)N2CCN2CCOCC2)c1 (stereo unspecified),-0.7,-1.4,9.8,-3.3,1.9,-6.5,4.2,1.0,10.6
COc1ccc(C(=O)NNC(=S)NC(=O)c2ccccc2[N+](=O)[O-])cc1,3.1,-5.0,0.5,-4.5,-5.2,3.3,3.8,-0.7,-3.0
Cc1cc(C)n(C(=O)CCCCCCCCC(=O)n2nc(C)cc2C)n1,9.0,-0.8,2.7,-0.7,2.1,-1.5,5.4,0.1,-11.9
Cc1ccc(NC(=O)CN2C(=O)N/C(=C/c3ccc(C)s3)C2=O)cc1,6.7,-1.9,0.9,-1.8,4.4,-4.2,-0.2,0.5,-6.5
COc1cc(OC)c(C2Nc3ccccc3NC3=C2C(=O)CC(C)(C)C3)cc1OC (stereo unspecified),5.7,-1.7,-0.5,2.1,-5.8,1.4,-0.1,0.9,-15.0

# Screening data: PubChem BioAssay, The Scripps Research Institute Molecular Screening Center
